pAkt inh: HTS Assay for Inhibitors of Akt Phophorylation: Primary Screen; Neuro2A IGF-stimulated pAkt S473 HTRF, 20 min; stronger effect = lower value; activity change, % for hits at 50 µM; hit rate 0.32% among 360,000; AID 651550, 2012; in the data active = activity change below about -80%; inconclusive = mostly about -51% to -80%; note: % is set by controls: 0 for no effect and ±100 for the full control effect
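Single-point screen (50 µM final compound) in Neuro2A cells stimulated 20 min with 6 nM IGF at 37 deg C. After lysis, Ser473-phosphorylated Akt read by HTRF (ex 330 nm, em 615/665 nm) as the 665/615 ratio.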
Mm-Cpn inhibitor: Inhibitors of TCP-1 ring complex (TRiC) of Methanococcus maripaludis (MmCpn): qHTS; Potency, µM (series often up to 76.9 µM), for inactives: at the highest dose activity, negative = inhibition, most hits filed as inhibitors; hit rate 0.031% among 330,000; AID 504842, 2011; purified Mm-Cpn ATPase, ADP Transcreener TR-FRET; Chaperonin Mm-Cpn (Methanococcus maripaludis); note: potency is the fitted concentration of half-maximal effect; % is set by controls: 0 for no effect and ±100 for the full control effect; nearly all actives have a fitted effect of over 80% in size
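Inhibition of chaperonin ATP hydrolysis is measured as reduced ADP production, detected by competitive TR-FRET in which signal falls with ADP. Final enzyme 25 nM and ATP 10 uM, reacted 30 min at 37°C.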
CCT modulator: High-Throughput Screening for Modulators of Cytosolic Chaperonin Activity. activity change, % (no concentration beside the values), hits read low. hit rate 0.3% among 360,000. purified chaperonin ATPase assay, HTRF ADP detection, 30 min; in the data active = activity change below about -30%; note: % is set by controls: 0 for no effect and ±100 for the full control effect
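We incubate TRiC, 40 or 20 nM final, with library compounds at 76 uM and 10 uM ATP for 30 min at 37 °C. ADP formed is detected with Transcreener HTRF reagents after 30 min at room temperature.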
HepG2 viability: qHTS for Inhibitors of TGF-b: Cytotox Counterscreen; HepG2 CAGA-GFP viability, ATP luminescence, 18 h; Potency, µM (top dose mostly 46.1 µM), for inactives: top-dose activity change, negative = cytotoxicity, hits mostly cytotoxic; hit rate 0.76% among 410,000; note: potency is the fitted concentration of half-maximal effect; some results filed as inactive show a strong effect at the top dose
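CellTiter-Glo luminescence gave cytotoxicity after 18 hours at 37 degrees C. The cells were HepG2 CAGA-GFP in 1% FBS DMEM, stimulated with 500 pg/mL TGF-beta after compound addition. %Activity was normalised to no-cell wells (complete cell-killing) and DMSO (no toxicity), and curves were fitted and classified.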
Nrf2 ARE act: qHTS of Nrf2 Activators; Potency, µM (titrated, usually from 46.1 µM), for the others: at the top dose activation, most hits filed as activators; AREc32 ARE-luciferase reporter (MCF7-derived line), luminescence, 24 h; hit rate 0.31% among 410,000; AID 624171, 2012; note: potency is the fitted concentration of half-maximal effect; % of control where 0% means no effect; nearly all actives have a fitted effect of over 65% in size
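AREc32 cells carrying an ARE-driven firefly luciferase reporter were seeded at 1000 cells/well in OPTI-MEM with 5% FBS, then exposed to compound for 24 hr at 37 deg C. Luminescence was read with Steady-Glo after 30 min at RT.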
A549 viability: Nrf2 qHTS screen for inhibitors: counterscreen for cytotoxicity. A549 ARE-Fluc cells, CellTiter-Fluor viability, 18-24 h. Potency, µM (top dose mostly 46 µM), for the others: at the top dose activity change, negative = cytotoxicity, hits mostly inhibitors. hit rate 0.16% among 390,000; note: potency is the fitted concentration of half-maximal effect; % is set by controls: 0 for no effect and ±100 for the full control effect
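A549 ARE_Fluc cells in 5% FBS OPTI-MEM were exposed to compounds in concentration-response for 18-24 h at 37 deg C. Viability was read by CellTiter-Fluor fluorescence (Ex 405/Em 525) after 30 min, before the luciferase read.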
Nrf2 inh: Nrf2 qHTS screen for inhibitors; A549 ARE-Fluc reporter, luciferase luminescence, 18-24 h; Potency, µM (top dose mostly 46 µM), for inactives: top-dose activity change, negative = inhibition, hits mostly inhibitors; hit rate 2.1% among 360,000; AID 504444, 2011; note: potency is the fitted concentration of half-maximal effect; % is set by controls: 0 for no effect and ±100 for the full control effect; nearly all actives have a fitted effect of over 60% in size
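Nrf2 function is reported as luminescence of an ARE-controlled luciferase in A549 cells. Compounds were tested at several concentrations, and a CellTiter-Fluor read on the same wells flagged cytotoxicity.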
Abeta rescue: qHTS for compounds that reverse cellular toxicity of Amyloid beta (A-beta) peptide in yeast: Primary Screen | yeast expressing A-beta42, growth rescue, OD600, 48 h; response scale: 0% DMSO, 100% iron-clioquinol control | Potency, µM (titrated, usually from 46.1 µM), for the others: at the highest dose growth rescue, hits mostly activators | hit rate 0.063% among 410,000 | AID 1347071, 2019; note: potency is the fitted concentration of half-maximal effect; nearly all actives have a fitted effect of over 55% in size
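Yeast A-beta toxicity model in growth medium with pinned compounds, 48 h at 30 C; growth read as absorbance at 600 nm. Normalized to FeCl3/clioquinol equimolar mix (positive) and DMSO (negative).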
TGFb SMAD3 inh: qHTS for Inhibitors of TGF-b. Potency, µM (doses to about 46.1 µM), for the others: at the top dose activity, negative = inhibition, usual class: inhibitors. HepG2 CAGA-GFP TGF-b/SMAD3 reporter, GFP fluorescence, 18 h; TGF-beta stimulated, 500 pg/mL final. hit rate 1.2% among 410,000. AID 588855, 2011; note: potency is the fitted concentration of half-maximal effect; % is set by controls: 0 for no effect and ±100 for the full control effect; nearly all actives have a fitted effect of over 65% in size
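GFP signal (ex488/em500-530) from TGF-beta-stimulated HEPG2 CAGA-GFP cells, 500 pg/mL final, 18 h at 37 degrees C in DMEM plus 1% FBS, normalized to unstimulated and DMSO-stimulated controls.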
The depositor's hits bear a star; i = inactive; ? = inconclusive; · = no result given; [ ] = another dose, or the depositor's remark. Unless noted, calls come from the whole dose curve; as a rule, active = well fitted curve in the direction sought with a large enough effect; inconclusive = small, poorly fitted or top-dose-only effect, or another doubt; inactive = no such curve, though single readings can be large; an effect the other way counts as inactive or inconclusive. The order is random, and some 4.3% of all compounds hit somewhere here.

Letter code: A = pAkt inh; B = Mm-Cpn inhibitor; C = CCT modulator; D = HepG2 viability; E = Nrf2 ARE act; F = A549 viability; G = Nrf2 inh; H = Abeta rescue; I = TGFb SMAD3 inh
O=C(CSc1nc2ccc(Cl)cc2[nH]1)NCCc1ccccc1
  A: i; B: 1.8%; C: -3.3; D: -30.7%; E: -0.5%; F: -2.9%; G: ?; H: 1.6%; I: ?
O=C(CN1CCN(CC(=O)Nc2ccccc2F)CC1)Nc1ccc2c(c1)OCCO2
  A: i; B: 0.2%; C: -2.3; D: -21.9%; E: -0.4%; F: -1.1%; G: -3.8%; H: -12.1%; I: -1.2%
CCc1ccc2oc(-c3cc(N)cc(C)c3O)nc2c1
  A: i; B: -4.0%; C: -0.9; D: -35.5%; E: ?; F: 1.8%; G: ?; H: -36.5%[inhibitor]; I: 20.3%
COc1ccccc1C(=O)OCn1nnc2ccccc2c1=O
  A: i; B: -0.9%; C: 1.2; D: -1.8%; E: -1.7%; F: 3.0%; G: -5.9%; H: 17.6%; I: -2.5%
O=C(COc1ccccc1F)N1CCN(S(=O)(=O)/C=C/c2ccccc2)CC1
  A: i; B: 0.9%; C: 1.2; D: 9.3%; E: 2.5%; F: -3.0%; G: 6.1%; H: -5.4%; I: -2.6%
C=CCNc1nc2cc(-c3cccc(Cl)c3)sc2c(=O)n1C
  A: i; B: ·; C: -2.2; D: -9.1%; E: 9.1%[9.22 µM]; F: ·; G: ·; H: 6.9%; I: 17.0%
O=C(NCC1CCN(c2ccc(S(=O)(=O)N3CCOCC3)cc2)CC1)c1cccc(Cl)c1
  A: i; B: 1.6%; C: 2.0; D: -3.8%; E: 3.0%; F: -8.9%; G: ?; H: 11.2%; I: -15.8%
CCNc1ccc(C(=O)O)cc1N
  A: i; B: -1.4%; C: -1.5; D: -23.9%; E: 0.0%; F: -3.6%; G: 23.7%; H: -12.7%; I: ?
CCCc1nc(SCC(=O)N2CCCC2)c2ccccc2n1
  A: i; B: -13.5%; C: -3.5; D: -6.1%; E: 10.5%; F: -3.0%; G: -14.9%; H: -13.5%; I: -2.7%
O=C(Nc1ccc2c(c1)oc1ccccc12)C1CC1
  A: i; B: -4.7%; C: 1.1; D: 2.2%; E: 15.6%; F: -7.4%; G: ?; H: 3.4%; I: -5.0%
CN(Cc1cccnc1)C(=O)CC1C(=O)NCCN1Cc1ccc(-c2ccccc2)cc1 (centres undefined)
  A: i; B: -0.6%; C: 2.3; D: -3.2%; E: 0.2%; F: -2.0%; G: 10.5%; H: -6.9%; I: 2.6%
CCCc1cc(C(=O)NC2CCCN(Cc3ccccc3F)C2)no1 (centres undefined)
  A: i; B: 2.6%; C: -0.6; D: -4.5%; E: -0.3%; F: 0.4%; G: -6.0%; H: 7.1%; I: -6.2%
COc1ccc(-n2nnnc2SCC(=O)NCc2cccs2)cc1
  A: i; B: -2.8%; C: -3.1; D: -6.2%; E: 0.0%; F: -0.2%; G: 1.5%; H: -5.8%; I: 14.5%
COc1ccccc1NS(=O)(=O)c1cccc(C(=O)N2CC(C)OC(C)C2)c1 (centres undefined)
  A: i; B: -0.8%; C: 0.6; D: 2.3%; E: 0.1%; F: -12.2%; G: 3.8%; H: -3.3%; I: 0.0%
COc1ccc(S(=O)(=O)N2CCN(c3ccc(F)cc3)CC2)cc1C(=O)N1CCCC1
  A: i; B: 3.8%; C: -11.2; D: -10.3%; E: 0.0%; F: 1.9%; G: -29.4%; H: -14.3%; I: -15.3%
COc1ccc(NS(=O)(=O)c2ccc(Cl)c(C(=O)O)c2)cc1S(=O)(=O)N1CCCCC1
  A: i; B: -29.9%; C: -0.6; D: 18.2%; E: 0.3%; F: -5.7%; G: 3.9%; H: 15.6%; I: 3.1%
COC(=O)CSc1nccc(-c2ccc(F)cc2)c1C#N
  A: i; B: -8.9%; C: -23.5; D: -4.6%; E: 0.2%; F: 5.3%; G: 16.6%; H: -8.3%; I: -2.6%
O=Cc1cnc2ccccc2c1-c1ccccc1
  A: i; B: 0.3%; C: -0.8; D: -0.7%; E: 0.0%; F: 0.4%; G: -7.9%; H: -13.8%; I: -0.3%
CCn1c(=NC(=O)CSC(C)=O)sc2ccccc21
  A: i; B: 1.3%; C: -0.7; D: -16.9%; E: 7.2%; F: 9.8%; G: ·; H: ?; I: 15.6%
CCOc1ccc(-n2c(C)cc(/C=N/Nc3nc(C)cc(=O)[nH]3)c2C)cc1
  A: i; B: -1.2%; C: -0.2; D: -8.8%; E: 0.2%; F: -2.7%; G: 1.6%; H: -11.5%; I: -14.9%

Given with values under each structure: part of the list above.
Each structure is followed by: pAkt inh	Mm-Cpn inhibitor	CCT modulator	HepG2 viability	Nrf2 ARE act	A549 viability	Nrf2 inh	Abeta rescue	TGFb SMAD3 inh
- O=C(Nc1ccc2c(c1)oc1ccccc12)C1CC1
 : i	-4.7%	1.1	2.2%	15.6%	-7.4%	?	3.4%	-5.0%
- CN(Cc1cccnc1)C(=O)CC1C(=O)NCCN1Cc1ccc(-c2ccccc2)cc1 (centres undefined)
 : i	-0.6%	2.3	-3.2%	0.2%	-2.0%	10.5%	-6.9%	2.6%
- CCCc1cc(C(=O)NC2CCCN(Cc3ccccc3F)C2)no1 (centres undefined)
 : i	2.6%	-0.6	-4.5%	-0.3%	0.4%	-6.0%	7.1%	-6.2%
- COc1ccc(-n2nnnc2SCC(=O)NCc2cccs2)cc1
 : i	-2.8%	-3.1	-6.2%	0.0%	-0.2%	1.5%	-5.8%	14.5%
- COc1ccccc1NS(=O)(=O)c1cccc(C(=O)N2CC(C)OC(C)C2)c1 (centres undefined)
 : i	-0.8%	0.6	2.3%	0.1%	-12.2%	3.8%	-3.3%	0.0%
- COc1ccc(S(=O)(=O)N2CCN(c3ccc(F)cc3)CC2)cc1C(=O)N1CCCC1
 : i	3.8%	-11.2	-10.3%	0.0%	1.9%	-29.4%	-14.3%	-15.3%
- COc1ccc(NS(=O)(=O)c2ccc(Cl)c(C(=O)O)c2)cc1S(=O)(=O)N1CCCCC1
 : i	-29.9%	-0.6	18.2%	0.3%	-5.7%	3.9%	15.6%	3.1%
- COC(=O)CSc1nccc(-c2ccc(F)cc2)c1C#N
 : i	-8.9%	-23.5	-4.6%	0.2%	5.3%	16.6%	-8.3%	-2.6%
- O=Cc1cnc2ccccc2c1-c1ccccc1
 : i	0.3%	-0.8	-0.7%	0.0%	0.4%	-7.9%	-13.8%	-0.3%
- CCn1c(=NC(=O)CSC(C)=O)sc2ccccc21
 : i	1.3%	-0.7	-16.9%	7.2%	9.8%	·	?	15.6%
- CCOc1ccc(-n2c(C)cc(/C=N/Nc3nc(C)cc(=O)[nH]3)c2C)cc1
 : i	-1.2%	-0.2	-8.8%	0.2%	-2.7%	1.6%	-11.5%	-14.9%

Next records.
Letter code: A = pAkt inh; B = Mm-Cpn inhibitor; C = CCT modulator; D = HepG2 viability; E = Nrf2 ARE act; F = A549 viability; G = Nrf2 inh; H = Abeta rescue; I = TGFb SMAD3 inh
Cc1cccc(Nc2c(O)nc[nH]c2=O)c1
  A: i; B: ·; C: -2.1; D: 5.5%; E: -0.6%; F: -10.2%; G: -3.0%; H: ?; I: 9.8%
CCOC(=O)c1[nH]c(C)c(CCC(=O)Nc2ccc(C)cc2Cl)c1C
  A: ·; B: ·; C: ·; D: 10.6%; E: 0.0%; F: 14.6%; G: ·; H: -8.4%; I: 1.1%
O=C(CSc1nc(-c2ccccc2Cl)ns1)NCc1ccc2c(c1)OCO2
  A: i; B: -1.0%; C: 0.4; D: -1.1%; E: 0.0%; F: 16.0%; G: 12.2%; H: -7.1%; I: -4.7%
O=C1C(=O)N(Cc2cccc([N+](=O)[O-])c2)c2ccccc21
  A: i; B: 1.1%; C: -3.4; D: 2.0%; E: ?; F: -3.2%; G: 0.5%; H: -87.1%[inhibitor]; I: ?
COc1ccc(F)cc1-c1cc(C(=O)NC2CCCCC2)[nH]n1
  A: i; B: ·; C: -0.8; D: -5.7%; E: 12.1%; F: ·; G: ·; H: 1.3%; I: 9.0%
COc1ccccc1CN(C)C(=O)C1(c2ccc(Cl)cc2)CC1
  A: i; B: 0.5%; C: -1.5; D: -6.0%; E: -0.4%; F: 9.5%; G: 1.7%; H: ?; I: -30.0%
COc1ccc(CNc2nc3ccccc3n2CCN2CCCCC2)c(OC)c1
  A: i; B: 1.1%; C: 1.5; D: -44.2%; E: 1.0%; F: -7.6%; G: 13.1%; H: 0.1%; I: ?
Cc1ccc(CNC(=O)/C=C/C(=O)O)cc1
  A: i; B: 3.8%; C: -0.9; D: -8.1%; E: -0.9%; F: -2.5%; G: -24.3%; H: -5.9%; I: 3.9%
Cc1ccc(-n2nnnc2CNC(=O)C(C)C)cc1C
  A: ·; B: ·; C: ·; D: -1.6%; E: -1.3%; F: -0.6%; G: ·; H: -7.6%; I: -22.2%
COCCNC(=O)c1ccc(-c2cn[nH]c2)c2ccoc12
  A: i; B: ·; C: -0.8; D: -11.8%; E: 0.9%; F: ·; G: ·; H: -16.1%; I: 54.6%[activator]

Compound activity from PubChem BioAssay.
